# Screening results as filed in PubChem BioAssay.
# ST2 IL33 inh: inhibitors of human ST2 (IL1RL1) binding to IL-33; AID 1259354; Q01638; 78,000 tested, 2.3% active; inhibition, % for hits at 17 µM; AlphaLISA ST2-Fc/biotin-IL-33 interaction, 1 h; in the data active = inhibition above about 30%; inconclusive = mostly about 10% to 28%
# Target sequence (Q01638 whole entry, looked up): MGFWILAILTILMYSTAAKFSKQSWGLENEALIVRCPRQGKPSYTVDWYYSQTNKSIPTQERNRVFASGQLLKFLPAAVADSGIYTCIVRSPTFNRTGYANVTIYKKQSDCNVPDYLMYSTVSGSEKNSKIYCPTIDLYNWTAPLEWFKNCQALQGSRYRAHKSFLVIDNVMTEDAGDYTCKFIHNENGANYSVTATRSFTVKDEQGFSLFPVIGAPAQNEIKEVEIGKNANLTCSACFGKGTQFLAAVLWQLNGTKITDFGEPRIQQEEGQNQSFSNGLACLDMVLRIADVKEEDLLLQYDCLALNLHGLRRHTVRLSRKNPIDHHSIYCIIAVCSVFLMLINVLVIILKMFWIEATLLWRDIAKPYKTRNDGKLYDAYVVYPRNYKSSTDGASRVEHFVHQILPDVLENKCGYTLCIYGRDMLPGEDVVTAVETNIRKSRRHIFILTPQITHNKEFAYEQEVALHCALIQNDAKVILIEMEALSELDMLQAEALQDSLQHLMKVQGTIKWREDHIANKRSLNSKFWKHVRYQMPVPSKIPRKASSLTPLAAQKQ
# Numbers without * were called inactive; i = inactive; ? = inconclusive.
SMILES,ST2 IL33 inh
COc1cc(NC(=O)c2ccc(C)c([N+](=O)[O-])c2)ccc1NC(=O)c1ccco1,i
CCc1ccc(C(C)NC(=O)c2ccccn2)cc1 (stereo not given),i
Cc1cc(NC(=O)CNC(=O)C2CCCCC2)no1,i
COc1ccc(S(=O)(=O)Cc2ccc(C(=O)NCc3ccco3)o2)cc1,i
COc1ccc(-c2cc(-c3ccccc3)n[nH]2)c(O)c1,i
Cc1ccc(Cn2c(CCNC(=O)Nc3ccc(C)cc3)nc3cccnc32)cc1,?
CC(=O)Nc1ccc(C2Nc3ccccc3C(c3ccccc3)(c3ccccc3)O2)cc1 (stereo not given),?
O=C(CN1C(=O)CC(c2ccccc2)Sc2ccccc21)NCc1ccco1 (stereo not given),i
COc1cc(OC)c(-n2cc(-c3ccc(C)cc3)[nH]c2=O)cc1Cl,i
Cn1c(SCC(=O)c2ccccc2)nnc1-c1cccc(N)c1,i
CSc1nc(N)nc(SCCS(=O)(=O)c2ccc(C)cc2)c1C#N,i
COc1ccccc1N1CCN(C(=O)c2sc3ccccc3c2Cl)CC1,i
CCC(NC(=O)c1cn(Cc2ccccc2F)nn1)c1ccncc1 (stereo not given),i
CCCCN(Cc1ccccc1)Cc1cc(OC)c(OC)cc1[N+](=O)[O-],?
Cc1nc2sc(C(c3ccccc3)N3CCC(C)CC3)c(O)n2n1 (stereo not given),?
Cc1c(Cl)cccc1N=Cc1nc(-c2ccccc2)oc1O,i
COc1ccccc1NC(=O)NCCc1nc2cccnc2n1Cc1ccc(C)cc1,i
CC(NC(=O)c1cn(Cc2ccccc2Cl)nn1)c1cnn(C)c1 (stereo not given),i
CSc1nnc(CC2CCN(C(=O)c3c(C)cc(=O)oc3C)CC2)n1C,i
CN(CCO)S(=O)(=O)c1ccc2c(c1)C(=NO)c1cc(S(=O)(=O)N(C)CCO)ccc1-2,i
CC(=O)c1ccc(N2CN=c3s/c(=C\c4ccncc4)c(=O)n3C2)cc1,?
O=C(N1CCc2c(nc[nH]c2=O)C1)C1(Cn2cccn2)CC1,i
O=C(c1cc(Cn2ccc3ccccc32)[nH]n1)N1CCCC1c1nccs1 (stereo not given),i
Cc1cc(C)nc(SCC(O)COc2ccc(Cl)cc2)n1 (stereo not given),i
CC1(C(=O)NCc2cccnc2)CCC(=O)N1CCc1ccccc1 (stereo not given),i
CCOc1ccc(C2NC(=O)NC(C)=C2C(=O)OCCSC)cc1 (stereo not given),?
COc1ccc(N=c2oc3ccccc3cc2C(=O)NC(C)=O)cc1,i
Cc1nc(N(C)C)nc(N2CCC3(CCC(=O)N(C)CC3)CC2)c1C,i
O=C(c1cn(-c2ccccc2)nn1)N1CCN(C(=O)N2CCOCC2)CC1,i
O=C(CSc1nnc(NC(=O)c2ccccc2Cl)s1)Nc1ccc([N+](=O)[O-])cc1,i
CCOCC(=O)Nc1c(C(=O)OCC)oc2ccccc12,i
COc1ccc(OCC(=O)Nc2cc(Cl)c(Cl)cc2Cl)cc1,i
CCCCOc1ccc(S(=O)(=O)N2CCSC2c2ccc(OC)cc2)cc1 (stereo not given),i
Clc1ccccc1/C=C/C=Nc1ccc(N2CCOCC2)cc1,38%*
Cc1ccc(NC(=O)c2cnc3scc(C)n3c2=O)c(C)c1,i
CC1CCCC(C)N1C(=O)c1noc2c1CCc1ccccc1-2 (stereo not given),i
COc1ccc(NC(=O)CCN2C(=O)c3ccc([N+](=O)[O-])cc3C2=O)c(OC)c1,i
CCCN(CCC)c1nc(C)nc2sc(C(=O)OCC)c(C)c12,?
CN1CCN(Cc2cc(Br)c(O)c3ncccc23)CC1,?
Cc1ccc(Nc2nnc(C(C)(C)C)c(=O)[nH]2)cc1C,i
CCC/C=C\C=C/CCc1cc(O)c([C@@H]2O[C@H](CO)[C@@H](O)[C@H](O)[C@H]2O)c(O)c1C(=O)OC,i
Cc1cc(C)nc(NS(=O)(=O)c2ccc(N=Cc3cc(Cl)cc(Cl)c3O)cc2)n1,i
CC(C)NC(=O)N[C@H]1CCN2C(=O)c3cc(-c4ccccc4F)ccc3NC(=O)[C@@H]2C1,?
CN(C)c1nc2ncnc(SCC(=O)Nc3cccc(F)c3)c2s1,i
CCN1CCCC1CNC(=O)CSCc1nc(-c2ccc(SC)cc2)oc1C (stereo not given),?

# A draw from above in order of molecular weight, descending:
SMILES,ST2 IL33 inh
CN(CCO)S(=O)(=O)c1ccc2c(c1)C(=NO)c1cc(S(=O)(=O)N(C)CCO)ccc1-2,i
CCC/C=C\C=C/CCc1cc(O)c([C@@H]2O[C@H](CO)[C@@H](O)[C@H](O)[C@H]2O)c(O)c1C(=O)OC,i
CC(C)NC(=O)N[C@H]1CCN2C(=O)c3cc(-c4ccccc4F)ccc3NC(=O)[C@@H]2C1,?
CC(=O)Nc1ccc(C2Nc3ccccc3C(c3ccccc3)(c3ccccc3)O2)cc1 (stereo not given),?
COc1ccccc1NC(=O)NCCc1nc2cccnc2n1Cc1ccc(C)cc1,i
CSc1nnc(CC2CCN(C(=O)c3c(C)cc(=O)oc3C)CC2)n1C,i
O=C(c1cn(-c2ccccc2)nn1)N1CCN(C(=O)N2CCOCC2)CC1,i
CC(=O)c1ccc(N2CN=c3s/c(=C\c4ccncc4)c(=O)n3C2)cc1,?
CN(C)c1nc2ncnc(SCC(=O)Nc3cccc(F)c3)c2s1,i
CC1(C(=O)NCc2cccnc2)CCC(=O)N1CCc1ccccc1 (stereo not given),i
CCCN(CCC)c1nc(C)nc2sc(C(=O)OCC)c(C)c12,?
Clc1ccccc1/C=C/C=Nc1ccc(N2CCOCC2)cc1,38%*
Cc1cc(C)nc(SCC(O)COc2ccc(Cl)cc2)n1 (stereo not given),i
Cn1c(SCC(=O)c2ccccc2)nnc1-c1cccc(N)c1,i
Cc1c(Cl)cccc1N=Cc1nc(-c2ccccc2)oc1O,i
CC1CCCC(C)N1C(=O)c1noc2c1CCc1ccccc1-2 (stereo not given),i
Cc1cc(NC(=O)CNC(=O)C2CCCCC2)no1,i

# Next part
SMILES,ST2 IL33 inh
Cn1c2c(c(=O)n(C)c1=O)CN(Cc1ccco1)CN2,?
O=C(c1ccccn1)C1CCCN(C(=O)c2c(O)cccc2O)C1 (stereo not given),?
CC(C)(CC(=O)O)CC(=O)N1C[C@@H]2C[C@H](C1)c1ccc(-c3cccc(C(F)(F)F)c3)c(=O)n1C2,?
NC(=O)c1cc2n(n1)C(C(F)(F)F)CC(c1ccc(Cl)cc1)N2 (stereo not given),i
O=C(NC1CCCN(CC2CCCCC2)C1)c1ccc2scnc2c1 (stereo not given),i
O=C(CSc1c2c(nc3ccccc13)CCC2)Nc1cccc(Cl)c1,i
O=C(Nc1nccs1)c1cccc(CN2CCCC2Cn2cccn2)c1 (stereo not given),i
O=C(O)c1ccc(N2C(=O)CC(N3CCN(c4cccc(Cl)c4)CC3)C2=O)cc1 (stereo not given),i
COc1cc(O[C@@H]2O[C@H](CO[C@H]3OC[C@](O)(CO)[C@H]3O)[C@@H](O)[C@H](O)[C@H]2O)cc(OC)c1OC,i
N#CC1=C(N)Oc2cc(O)ccc2C1c1cccc(Br)c1 (stereo not given),i
O=C(c1ccc(F)cc1)c1c[nH]c2cc3c(cc2c1=O)OCCO3,i
CN(CCCc1cnn(C)c1)Cc1cc2ccc(F)cc2[nH]c1=O,i
CC(=O)NC1C(Oc2ccccc2)OC2COC(C)(C)OC2C1O (stereo not given),?
CCCOc1ccc(C(=O)Nc2ccc(NC(=O)c3ccco3)cc2)cc1,i
O=C1OC(c2ccc(Cl)c([N+](=O)[O-])c2)=N/C1=C\c1cc(Br)ccc1F,i
Cc1cc(C)n2c(SCc3ccccc3)nnc2n1,i
CCN1CCN(C(=O)C2Cc3cc(S(=O)(=O)N4CCCC4)ccc3N2C(C)=O)CC1 (stereo not given),i
Cc1ccc(NC(=O)CSC2=NN3CCCC(=O)N=C3S2)c(C)c1,i
CCC(C)NC(=O)c1ccc(CS(=O)(=O)c2ccc(C)cc2)o1 (stereo not given),i
CN(CC(=O)Nc1ccc([N+](=O)[O-])cc1)S(=O)(=O)c1ccccc1,i
CCOC(=O)CCc1nc2ccccc2[nH]c1=O,?
CCn1cc(NC(=O)c2cccc(CN3CC[C@@H]4CCCC[C@H]4C3)c2)nn1,i
CC(C)CN1C(=O)c2ccc(NC(=O)COc3ccccc3)cc2C1=O,i
Cc1nnc([C@H]2CCN(Cc3ccco3)C2)o1,i
CCOc1ccc(S(=O)(=O)N(C)Cc2ccccc2)c2cccnc12,i
COCc1nnc(NS(=O)(=O)c2ccc(Br)cc2)s1,i
CN(Cc1n[nH]c2c1CCC2)c1nccc(CCC(F)(F)F)n1,i
COc1ccc(Nc2c(-c3ccccn3)nc3ccc(Cl)cn23)cc1,?
CC(C)(C)c1nnc(NC(=O)c2cccc(F)c2)s1,i
COC(=O)[C@@H]1CCCN1Cc1cn(-c2ccccc2C)nc1-c1ccc(OC)c(F)c1,i
CCC(C)NC(=O)[C@H](Cc1ccccc1)N1Cc2ccccc2C1=O (stereo not given in full),i
O=C(Nc1cccc(-c2cscn2)c1)C1CCN(Cc2ccc(Cl)c(F)c2)CC1,?
CCN1CC(Cn2ccnc2-c2ccncc2)CC1=O (stereo not given),?
CCC(=O)N1CCc2cc(Br)cc(S(=O)(=O)N(CC(C)C)CC(C)C)c21,?
Cc1ccc(NC(=O)c2cc3c(=O)n4ccccc4nc3n2C)cc1C,i
CCc1cc(-c2[nH]ncc2-c2nc3ccccc3n2C)c(O)cc1O,i
Cn1cc(CNC(=O)NC2CCCCC2)cn1,i
CCOc1cc(C(=O)Nc2cc(N3CCCS3(=O)=O)ccc2OC)cc(OCC)c1OCC,?
C=CCNc1ccccc1C(=O)NCC1CN(S(C)(=O)=O)CCO1 (stereo not given),?
O=C(c1cc2n(n1)C(C(F)(F)F)CC(c1ccc(Cl)cc1)N2)N1CCOCC1 (stereo not given),i
CN(CC1(CO)CCOCC1)c1nc(-c2cccnc2)nc2c1CNC2,i
CCOc1ccc(S(=O)(=O)Nc2c(C)cc(C)cc2C)c2cccnc12,i
COc1ccc(NC(=O)CCS(=O)(=O)c2ccc(Br)s2)c(OC)c1,i
Clc1ccc(CNc2ncnc3sc4c(c23)CCCC4)cc1,i
COc1ccc(C2=[N+]([O-])C(C)(C)C(c3ccccc3)=N2)cc1,?
CC(C)CCNC(=O)c1ccc(Br)o1,i
CCN(C(=O)Cn1cnc2c1c(=O)n(C)c(=O)n2C)c1ccccc1,i
CCN(CC)C(=O)C1c2cc(OC)c(OC)cc2C(=O)N(C)C1c1ccccc1F (stereo not given),?
O=C1c2ccc(Br)cc2C(=O)N1Cc1ccc2c(c1)OCO2,?
COc1ccccc1-n1c(SCC(=O)N2CCC(C)CC2)nc2c(c1=O)SCC2,?
Cc1cc(NC(=O)CSCCc2ccncc2)no1,?
C=C(C)CN1C(=O)C2(OCCO2)c2cc(Br)ccc21,?
Cc1ccc(Cn2c(CNC(=O)CSc3ccccc3)nc3cccnc32)cc1,i
COc1ccccc1/C=C/C1=NC(=C\c2ccc(Cl)c(Cl)c2)/C(=O)O1,i
COc1ccc(NC(=O)c2cccc(Cl)c2Cl)c(OC)c1,?
COc1cc(OC)c(NC(=O)CSc2cc(=O)n(C)c3cc(Cl)ccc23)cc1Cl,i
FC(F)(F)Oc1ccc(-c2noc([C@@H]3Cc4nc[nH]c4CN3)n2)cc1,i
CC12CC(NC(=O)N1c1cc(F)ccc1F)c1ccccc1O2 (stereo not given),i
CNCC(=O)NCCSc1ccc(Cl)cc1,i
Cc1ccn2c(=O)cc(COc3cccc(NC(=O)C(C)(C)C)c3)nc2c1,i
# Continued.
SMILES,ST2 IL33 inh
c1ccc(-c2cn3c4ccccc4nc3n2CCN2CCCCC2)cc1,i
CCOc1ccccc1NC(=O)c1ccc(C)c([N+](=O)[O-])c1,i
C=CCNCCCOc1cccc(Br)c1,i
COc1ccc2nc(N3CCC(C(=O)NCCCN4CCN(C)CC4)CC3)sc2c1,?
CCCCOc1ccc(C2C(C#N)=C(N)Oc3n[nH]c(CCC)c32)cc1 (stereo not given),i
COc1ccc(C2c3[nH]c4ccccc4c3CCN2C(=O)c2noc3c2CCCC3)cc1C (stereo not given),i
O=C(CN1C(=O)c2ccccc2C1=O)N(Cc1ccccc1)Cc1ccccc1,i
NC(=O)CNC(=O)C1=C[C@@H](NC(=O)Nc2ccc(OC(F)(F)F)cc2)[C@@H](O)[C@H](O)C1,?
COc1ccc(-n2c(C)nc3c(cnn3-c3ccc(F)cc3)c2=O)cc1Cl,i
CCc1nn(C)c(Cl)c1CN1CCCC(OCc2ccccn2)C1 (stereo not given),?
CC(Oc1ccccc1)C(=O)N(c1ccc(C(C)C)cc1)C1C=CS(=O)(=O)C1 (stereo not given),i
CCCCN(C)CCNc1ncnc2nc[nH]c12,?
COc1ccccc1-n1nc(CC(C)C)nc1CCc1cnn(C)c1,?
CCOC(=O)C1(CC2CCCCO2)CCN(C(=O)CSc2ccccc2)CC1 (stereo not given),i
Cc1cccc(CN2C(=O)CSc3ccc(C(=O)O)cc32)c1,i
O=C(c1ccc2cc[nH]c2c1)N1CCC2(CCCN(Cc3cccc(F)c3F)C2)C1 (stereo not given),?
O=C(Nc1ccc(-c2cscn2)cc1)C1CCCN(C(=O)c2cccs2)C1 (stereo not given),i
O=C1CCCC2=C1C(c1cccnc1)c1c(nc(SCc3ccccc3)[nH]c1=O)N2 (stereo not given),i
CN1CCCN(S(=O)(=O)c2sc3c(c2C(=O)O)CCNC3)CC1,?
CCCCN1C(=O)NC2C1NC(=O)N2CCCC (stereo not given),i
CCOC(=O)c1cccc(Nc2nc(-c3nnc(-c4ccc(C)cc4)o3)nc3ccccc23)c1,i
Cc1cccn2c(=O)c3cc(C(=O)Nc4ccccc4C#N)sc3nc12,i
Cc1cccc(C)c1OCC(O)Cn1ccnc1C (stereo not given),i
O=C(Cn1nc(-c2ccccc2)ccc1=O)NCc1ccccn1,i
CCN1C(=O)C2CCCCN2c2ccc(C(=O)Nc3ccc(C(C)C)cc3)cc21 (stereo not given),?
CCCOc1ccc2oc(=O)c3c(c2c1)CCCN3C(=O)CN1CCCC(C(=O)OCC)C1 (stereo not given),i
Cc1cccc(Cn2cc(C(=O)Nc3ccccc3)ccc2=O)c1,i
O=S(=O)(NCc1nc2cccnc2n1Cc1ccccc1Cl)c1ccc(Cl)cc1,i
C/C(=C\c1ccc(-c2ccc(Cl)c(C(=O)O)c2)o1)[N+](=O)[O-],32%*

# This is a subset; rates above refer to the full screens.
